SENP7 block – inhibitors of human SENP7 protease | inhibition, % at 5 µM | actives 1.5% (n = 330,000) | recombinant SENP7, Z-RLRGG-aminoluciferin luminescence, 40 min;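 active means inhibition above about 50% at the single test dose, limit read from the data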;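 further: plate controls were DMSO with enzyme for no effect and no enzyme buffer wells for full effect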
Target sequence (Q9BQF6 706-1050 limits assumed): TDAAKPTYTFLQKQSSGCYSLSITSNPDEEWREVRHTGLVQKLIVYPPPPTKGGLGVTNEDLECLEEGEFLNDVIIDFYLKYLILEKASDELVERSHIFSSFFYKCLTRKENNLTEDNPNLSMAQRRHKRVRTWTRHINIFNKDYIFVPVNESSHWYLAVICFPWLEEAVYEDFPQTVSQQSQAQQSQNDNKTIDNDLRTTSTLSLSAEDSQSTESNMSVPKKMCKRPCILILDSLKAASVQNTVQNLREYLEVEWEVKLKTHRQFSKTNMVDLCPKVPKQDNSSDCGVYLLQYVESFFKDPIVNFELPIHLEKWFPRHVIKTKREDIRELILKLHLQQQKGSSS
Jurkat NFkB inh – inhibitors of the PMA/ionomycin-induced NF-kB reporter in Jurkat cells. actives 0.53% (n = 330,000). inhibition, % at 4 µM. PMA/ionomycin-induced NF-kB luciferase reporter, luminescence
SENP8 inh – blocks the human protease SENP8 | Q96LD8 | purified SENP8, Z-RLRGG-aminoluciferin cleavage, luminescence | inhibition, % at 10 µM | actives 1.2% (n = 330,000) | AID 2540
Target sequence (Q96LD8 whole entry, looked up): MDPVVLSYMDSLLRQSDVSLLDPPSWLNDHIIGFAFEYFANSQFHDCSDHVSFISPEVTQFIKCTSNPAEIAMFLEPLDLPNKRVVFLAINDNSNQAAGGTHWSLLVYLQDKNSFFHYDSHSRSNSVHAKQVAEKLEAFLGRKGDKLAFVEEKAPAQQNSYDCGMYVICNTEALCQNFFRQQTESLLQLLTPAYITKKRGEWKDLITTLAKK
697 NFkB inh – lowers PMA/ionomycin-induced NF-kB signal in 697 B cells; 697 B-cell NF-kB luciferase reporter, 16 h; inhibition, % at 4 µM; actives 0.33% (n = 330,000); AID 435022; in the data active means inhibition above about 35%
Gli-Sufu antag – Gli-Sufu pathway antagonism. Sufu-KO-LIGHT fibroblasts, Gli luciferase reporter luminescence. inhibition, % at 5 µM. actives 0.74% (n = 340,000). AID 588413;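 active means inhibition above about 55%, limit read from the data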;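 further: 0% = DMSO-treated cells and 100% = wells with medium but no cells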
UBC13 polyUb – inhibitors of human UBC13 polyubiquitin chain formation; P61088; TR-FRET; inhibition, % at 20 µM; actives 0.47% (n = 330,000); AID 485273; in the data active means inhibition above about 45%, passing the limit was not always enough
Target sequence (P61088 whole entry, looked up): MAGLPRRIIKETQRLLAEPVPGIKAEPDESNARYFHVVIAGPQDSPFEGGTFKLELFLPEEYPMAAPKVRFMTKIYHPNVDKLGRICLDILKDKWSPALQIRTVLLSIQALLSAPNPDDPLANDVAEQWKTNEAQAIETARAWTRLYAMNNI
Apaf-1 inh – human Apaf-1 inhibition. actives 0.71% (n = 330,000). AID 489030. reconstituted apoptosome caspase-3 activity, DEVD-Rh110 fluorescence. O14727. inhibition, % at 20 µM; active means inhibition of at least 40% at 20 µM;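 further: plate controls were DMSO wells for no effect and DEVD-CHO caspase inhibitor wells for full effect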
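System – cell-free apoptosome with Apaf-1, procaspase-3 and caspase-9 · Buffer or medium – pH 7.5 Hepes buffer with CHAPS, BSA, DTT · Also added – cytochrome c with DEVD-Rh110 · Times – 30 min compound preincubation, 50 min activation, room temperature · Technique – Rh110 fluorescence intensity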
HKDC1 inh – HKDC1 (human) hexokinase inhibition. actives 0.16% (n = 340,000). recombinant HKDC1, G6PDH/diaphorase resazurin coupled fluorescence. inhibition, % at 20 µM. Q2TB90. AID 493160;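 active means inhibition above about 35% when tested at 20 µM, limit read from the data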;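 further: plate controls were DMSO wells with enzyme for no effect and DMSO wells lacking enzyme for full effect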
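Assay system: recombinant HKDC1 hexokinase; detection: coupled resazurin fluorescence, excitation 525 nm, emission 613 nm; benchmarks: DMSO-plus-enzyme-mix negative control, buffer-substituted positive control; compound dosing: single 20 µM dose; schedule: 90 min at room temperature in dark; also added: glucose plus 1 mM ATP as hexokinase substrates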
* hit, by the source's call; / = no result given; & = joins results of further samples. Unless noted, no stated cut-off is given here; in the data, active means inhibition above about 50%; inactive means the rest.

SMILES	SENP7 block	Jurkat NFkB inh	SENP8 inh	697 NFkB inh	Gli-Sufu antag	UBC13 polyUb	Apaf-1 inh	HKDC1 inh
O=C(NCc1cccs1)c1ccc(Br)o1	1	6	-2	21	-7	2	-1	4
COc1ccccc1C(=O)CSc1n[nH]c(N)n1	11	-16	-2	0	-3	1	7	-2
O=C(CCC1CCCC1)Nc1cccc(Cc2ccncc2)c1	-11	-12	-11	-9	1	0	14	14
CCC(=O)Nc1ccc(Cl)c(NC(=O)c2ccc([N+](=O)[O-])cc2)c1	-6	10	0	19	3	-8	-5	-11
COc1ccc(CC(=O)NNS(=O)(=O)c2ccccc2)cc1OC	-1	-4	-1	9	0	-1	0	12
COC(=O)CCS(=O)(=O)c1nc(-c2ccccc2)cc(C(F)(F)F)n1	7	15	-2	-32	-4	13	-4	-6
Cc1ccc(N(CC(=O)N(C)Cc2ccccc2)S(C)(=O)=O)cc1C	4	-10	-5	6	-9	-2	4	-11
Cn1c(=O)c2[nH]c(CN3CCN(Cc4ccccc4)CC3)nc2n(C)c1=O	5	4	3	-5	8	-2	0	8
Cn1c(N)c(C(=O)COC(=O)c2ccc(S(=O)(=O)N3CCCCC3)cc2)c(=O)n(C)c1=O	-2	-6	-14	15	/	-2	10	/
CC(=O)Oc1c(I)cc(I)cc1C(=O)Nc1ccc(Cl)cc1	1	-5	15	-39	16	-13	27	5
CCOC(=O)c1cnc2c(C)cc(C)cc2c1Nc1ccc(S(=O)(=O)Nc2ncccn2)cc1	-4	-6	-7	9	-5	-2	5	0
CCc1nnnn1-c1ccc([N+](=O)[O-])cc1C	9	-11	-3	26	3	3	1	17

Structural class: those above with an aryl methoxy group (two)
SMILES	SENP7 block	Jurkat NFkB inh	SENP8 inh	697 NFkB inh	Gli-Sufu antag	UBC13 polyUb	Apaf-1 inh	HKDC1 inh
COc1ccccc1C(=O)CSc1n[nH]c(N)n1	11	-16	-2	0	-3	1	7	-2
COc1ccc(CC(=O)NNS(=O)(=O)c2ccccc2)cc1OC	-1	-4	-1	9	0	-1	0	12

Remaining list, next part:
SMILES	SENP7 block	Jurkat NFkB inh	SENP8 inh	697 NFkB inh	Gli-Sufu antag	UBC13 polyUb	Apaf-1 inh	HKDC1 inh
O=C(CN1C(=O)NC(Cc2c[nH]c3ccccc23)C1=O)Nc1ccccc1C(F)(F)F (centres undefined)	1	-7	0	-1	-5	2	1	3
C=CCn1c(SCc2ccccc2)nc2scc(-c3ccc(C)o3)c2c1=O	-3	6	8	-1	5	18	-6	-1
COc1ccc(Br)cc1CN(C)CC(=O)Nc1cc(Cl)cc(Cl)c1	6	6	-5	2	11	-8	24	0
CCCn1c(N2CCN(C(=O)Nc3ccc(Cl)cc3)CC2)nc2ccccc21	4	12	1	-3	34	6	10	-8
COc1ccc(NC(=O)c2nn(C34CC5CC(CC(C5)C3)C4)cc2[N+](=O)[O-])cc1	-2	2	-1	1	-16	2	3	5
O=C(/C=C/c1ccc(O)cc1)c1ccc(NC2=C(N3CCCCC3)C(=O)c3ccccc3C2=O)cc1	48	11	67*	26	20	-65	76*	28
CC(=O)N1C(c2ccccc2O)C[C@]2(C)CC(=O)NC12 (some centres undefined)	6	-4	3	9	10	5	-11	8
CCOc1ccccc1/C=C(\NC(=O)c1ccccc1)C(=O)NCCC(=O)O	0	-10	4	-1	3	5	1	-9
Fc1cccc(Cc2noc(CN3CCOCC3)n2)c1	-4	-7	0	1	12	-6	1	-10
O=C(COC(=O)C1CCN(S(=O)(=O)c2cccs2)CC1)c1ccccc1	-5	-11	1	1	8	-13	9	-4
O=C(c1cccc(Cl)c1)N1CCN(c2ccc(N3CCOCC3)nn2)CC1	2	3	-1	11	11	9	2	-2
Cc1ccc(S(=O)(=O)N2CCC(=O)N(CCOCc3ccc(F)cc3)CC2)cc1	1	-12	-5	-11	-1	13	10	-1

6 of the compounds above, bar-delimited.
smiles | SENP7 block | Jurkat NFkB inh | SENP8 inh | 697 NFkB inh | Gli-Sufu antag | UBC13 polyUb | Apaf-1 inh | HKDC1 inh
Cc1ccc(S(=O)(=O)N2CCC(=O)N(CCOCc3ccc(F)cc3)CC2)cc1 | 1 | -12 | -5 | -11 | -1 | 13 | 10 | -1
C=CCn1c(SCc2ccccc2)nc2scc(-c3ccc(C)o3)c2c1=O | -3 | 6 | 8 | -1 | 5 | 18 | -6 | -1
CCOc1ccccc1/C=C(\NC(=O)c1ccccc1)C(=O)NCCC(=O)O | 0 | -10 | 4 | -1 | 3 | 5 | 1 | -9
O=C(CN1C(=O)NC(Cc2c[nH]c3ccccc23)C1=O)Nc1ccccc1C(F)(F)F (centres undefined) | 1 | -7 | 0 | -1 | -5 | 2 | 1 | 3
O=C(COC(=O)C1CCN(S(=O)(=O)c2cccs2)CC1)c1ccccc1 | -5 | -11 | 1 | 1 | 8 | -13 | 9 | -4
Fc1cccc(Cc2noc(CN3CCOCC3)n2)c1 | -4 | -7 | 0 | 1 | 12 | -6 | 1 | -10

Following part:
SMILES	SENP7 block	Jurkat NFkB inh	SENP8 inh	697 NFkB inh	Gli-Sufu antag	UBC13 polyUb	Apaf-1 inh	HKDC1 inh
O=C(Nc1cccc(S(=O)(=O)N2CCCCCC2)c1)c1ccc(Cl)nc1	-2	10	6	-19	7	14	4	-1
C[C@@H](CSc1ccc(Br)cc1)CN1CC[C@H](O)CCC1=O	-5	-11	9	-7	-10	6	-6	-4
CC(C)COc1cccc(C(=O)NC(=S)NCc2cccnc2)c1	4	7	-10	-18	4	8	12	-4
COc1ccc(C=O)cc1COc1ccc(C)cc1[N+](=O)[O-]	7	8	-1	-21	0	-5	18	8
Cc1cc(OCC(O)CN2CCN(C)CC2)ccc1C(C)C (centres undefined)	-1	0	-10	-7	1&8	6	2	-3&-5
CN(C)S(=O)(=O)c1ccc(NC(=S)NC(=O)C2CCC2)cc1	15	-1	-6	-16	-4	0	8	-6
O=c1oc2ccccc2nc1/C=C(O)/C=C/c1ccc(F)cc1	5	-16	-4	-21	6	-3	17	6
CC(C)(C)n1nc2c(c1NC(=O)COc1ccc3ccccc3c1)CS(=O)(=O)C2	5	-23	9	-7	3	-10	-3	4
COCCN(Cc1cn(C)nc1-c1ccc(Oc2ccccc2)cc1)C(C)C	-8	11	-4	-20	57*	4	1	2
Cc1cccc(C(=O)O/N=C(/c2ccccc2)c2ccncc2)c1	2	4	3	-1	44	-2	-3	-2
O=C(O)Cn1nc(-c2ccccc2)ccc1=O	-2	3	3	15	-1	3	-6	3
COc1ccccc1CNC(=O)C(=O)c1cn(CC(=O)N2CCOCC2)c2ccccc12	-3	-11	-9	3	-28	0	-3	0
Cc1ccc(-c2[nH]ncc2/C=N/n2c(COc3ccccc3)nc3ccccc3c2=O)cc1	8	19	-3	10	2	1	4	-6
Cc1cccc(-c2n[nH]c(=S)n2/N=C/C=C/c2ccco2)c1	1	-1	6	-14	3	-22	-10	4
COC(=O)C1C(=O)NC(SC)=C(C#N)C1c1ccccc1F (centres undefined)	3	13	3	16	23	1	-19	-7
O=C(Nc1cc(Cl)cc(Cl)c1)C(NCC1CCCO1)c1ccccc1 (centres undefined)	4	-2	-7	17	15	14	25	7
Cc1ccc(OCCC(=O)OCC(=O)N2CCN(S(=O)(=O)c3ccc(Cl)cc3)CC2)cc1	-13	-5	-8	-7	11	-5	23	-1
Cc1cccn2c(CNCCSc3nccn3C)c(C(=O)N3CCCCC3)nc12	2	-3	-2	21	0	8	-5	-5
CCN(C(=O)c1cc2c(=O)n3cccc(C)c3nc2s1)C1CCCCC1	3	-37	-14	-17	-3	18	30	18
N#C/C(=C\c1ccc(F)cc1)C(=O)NC1CCS(=O)(=O)C1 (centres undefined)	-3	11	4	16	-3	-2	-4	3
O=C(Cn1nc(C(F)(F)F)c2c1CCCC2)NCCN1CCOCC1	1	2	0	21	3	0	-3	-8
Cc1cc(C(=O)N/N=C/c2cccc([N+](=O)[O-])c2)c(C)n1-c1ccccc1	7	-51	3	-73	-76	-6	16	-2
COc1ccc(C2SCCN2C(=S)Nc2ccc(Cl)cc2)cc1 (centres undefined)	0	8	-4	-20	43	11	-1	-3
CC(=O)Nc1ccc(NC(=O)C(C)OC(=O)c2ccccc2NS(=O)(=O)c2cccs2)cc1 (centres undefined)	5	10	-4	9	2	4	-20	-1
NC1=NC(c2ccccc2Cl)n2c(nc3ccccc32)N1 (centres undefined)	2	-7	3	-12	0	3	-16	-1
Nc1cccc(P(=O)(c2ccccc2)c2ccccc2)c1	-7	-22	1	8	23	1	10	-3
Cc1nn(CCc2n[nH]c(=S)n2C2CCCCC2)c(C)c1Br	-1	-7	3	-12	2	14	-7	12
O=C(CSc1nc2c(cnn2-c2cccc(Cl)c2)c(=O)[nH]1)NCCC1=CCCCC1	3	3	-8	8	-7	-12	-7	3
O=C(COc1ccc(Cl)cc1)NC1CCSC1=O (centres undefined)	-1	-16	-7	-4	6	9	-8	3
NS(=O)(=O)c1ccc(CCNC(=O)COC(=O)/C=C/c2ccc(Cl)cc2)cc1	-7	16	-12	4	-14	-11	11	-12
Cc1ccc(CSc2ccc(S(=O)(=O)N3CCCC3)cn2)cc1	-3	7	3	17	7	11	10	1
O=S(=O)(Nc1ccccn1)c1ccc(-n2cccn2)cc1	2	2	2	-4	/	-7	4	3
Cn1ccnc1SCC(=O)Nc1ccc2c(c1)OCO2	0	2	-4	-13	-19	-9	-6	-6
Cc1ccc(NC(=O)CSc2nnc(-c3ccccc3C)o2)cc1C	3	-28	3	9	1	4	18	2
COc1ccc(N(CC(=O)N/N=C/c2ccccc2OC)S(=O)(=O)c2ccccc2)cc1	0	-27	-5	10	-8	-5	22	5
COC(=O)c1ccc(CN2[C@H](C(=O)OC)C[C@@]3(O)[C@@H](O)[C@@H](O)[C@@H](O)C[C@@H]23)cc1	-13	-10	-14	11	-4	-2	-2	-2

An excerpt from above in order of their number in 697 NFkB inh, rising:
SMILES | 697 NFkB inh
Cn1ccnc1SCC(=O)Nc1ccc2c(c1)OCO2 | -13
O=S(=O)(Nc1ccccn1)c1ccc(-n2cccn2)cc1 | -4
NS(=O)(=O)c1ccc(CCNC(=O)COC(=O)/C=C/c2ccc(Cl)cc2)cc1 | 4
O=C(CSc1nc2c(cnn2-c2cccc(Cl)c2)c(=O)[nH]1)NCCC1=CCCCC1 | 8
COc1ccc(N(CC(=O)N/N=C/c2ccccc2OC)S(=O)(=O)c2ccccc2)cc1 | 10
Cc1ccc(CSc2ccc(S(=O)(=O)N3CCCC3)cn2)cc1 | 17

Screens from PubChem BioAssay.
